PAX8 reporter: PAX8 transcriptional activity inhibition. RMG-I TPO-luciferase reporter, SteadyGlo, 24 h. 1.2% of 360,000 active. inhibition, % at 12.6 µM;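 active = mean replicate inhibition at least 60% with every replicate also reaching 60%; inconclusive = only one of the two criteria is met; inactive = mean below 60% and not all replicates reaching 60%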;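 also: luciferase light reporting Pax8 driven TPO promoter activity; plate controls were median of neutral control wells for no effect and mitoxantrone controls for full effect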
CFTR F508del cor: CFTR F508del correction in bronchial cells | AID 720511 | 0.36% of 350,000 active | CFBE cells, YFP halide quenching; stimulated with forskolin plus potentiator P3; % fluorescence drop versus neutral controls | activity (quench increase), % at 7.58 µM;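 active = mean added fluorescence quench of at least 8% versus neutral control, with both replicates also reaching 8%; inconclusive = only one of the mean or replicate conditions met; inactive = mean below 8% and not both replicates reaching 8%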;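 also: cells transiently co-express mutant CFTR-F508del with the halide-sensitive YFP; corrector assay measuring rescue of mutant channel to the surface after 24 h compound exposure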
Xi reactivation: reactivates the inactive X chromosome in mouse fibroblasts | XiGFP mouse fibroblasts, % GFP-positive cells imaging, 3 d; cells co-treated with 5-aza-dC sensitizer; scaled so ellipticine positive control = 100% | AID 743238 | activation, % at 7.58 µM | 0.055% of 360,000 active;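 active = mean normalized replicate activation at least 10% and every replicate at or above 10%; inconclusive = only one of the two criteria met; inactive = mean below 10% and not all replicates reach 10%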;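 also: 0% = median of on-plate neutral control wells and 100% = ellipticine 6 µM median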
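Material: XiGFP fibroblasts, SV40-immortalized; Buffer or medium: DMEM containing 5-aza-dC; Compound dosing: single point; Times: 3 days compound exposure.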
GSIS activator: GLuc luminescence reporter in INS-1E cells, primary screen for activators of glucose-dependent secretion of insulin; INS-1E GLuc reporter insulin secretion, 2-3 h; activation, % at 16.6 µM; 0.61% of 370,000 active; AID 743287;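 active = lowest replicate activation of at least 40%, so every replicate reaches that level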;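 also: 0% = median of neutral control wells and 100% = median of IBMX positive control wells; some compounds called inactive have numbers as strong as hits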
EWS-Fli inh: inhibitors of EWS/Fli oncoprotein transcriptional activity. A673 NR0B1-luciferase reporter, viability-normalised. inhibition, % at 12.6 µM. 0.67% of 350,000 active. AID 651661;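 active = mean inhibition of at least 50% after viability correction, with every replicate also passing that limit; inconclusive = mean reaches 50% but only one of two replicates passes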;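 also: firefly luciferase signal divided by Alamar Blue viability fluorescence both relative to DMSO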
ARNT-TACC3 inh: ARNT/TACC3 interaction disruption. AlphaScreen His-ARNT PAS-B/GST-TACC3 binding, luminescence; TACC3 fragment carries E629A point mutation. inhibition, % at 9.99 µM. Q9Y6A5. 0.66% of 390,000 active. AID 623870;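 active = mean inhibition of replicates at least 50% and at least half of replicates each reaching 50%; inconclusive = half or more replicates reach 50% but mean below 50%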;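 also: 0% = complete ARNT plus TACC3 wells and 100% = ARNT alone without TACC3; many hits fall short of the cut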
ERp5 block: ERp5 (human) disulfide isomerase inhibition; Q15084; ERp5 insulin aggregation, absorbance 650 nm, 90 min; inhibition, % at 9.99 µM; 0.05% of 350,000 active;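 active = mean replicate inhibition above about 25%, with every replicate also reaching it, limit read from the data, passing the limit was not always enough; inconclusive = only one of those two criteria met; inactive = neither criterion met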
Target sequence (Q15084 whole entry, looked up): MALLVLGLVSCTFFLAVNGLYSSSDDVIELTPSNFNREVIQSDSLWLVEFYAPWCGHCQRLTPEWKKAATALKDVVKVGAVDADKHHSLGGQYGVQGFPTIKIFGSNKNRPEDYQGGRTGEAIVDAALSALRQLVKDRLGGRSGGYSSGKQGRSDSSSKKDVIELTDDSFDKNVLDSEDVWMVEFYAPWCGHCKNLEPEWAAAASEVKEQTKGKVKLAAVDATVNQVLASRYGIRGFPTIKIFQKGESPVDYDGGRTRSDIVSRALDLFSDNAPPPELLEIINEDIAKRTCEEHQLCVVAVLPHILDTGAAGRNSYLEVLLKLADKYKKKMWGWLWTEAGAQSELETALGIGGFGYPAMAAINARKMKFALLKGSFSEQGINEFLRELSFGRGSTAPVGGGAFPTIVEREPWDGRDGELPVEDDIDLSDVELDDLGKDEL
DENV2 CPE: DENV2-induced cell death inhibition | 1.7% of 350,000 active | DENV2-infected cells, cytopathic effect rescue, plate reader | CPE inhibition, % at 9.99 µM; in the data active = CPE inhibition above about 20%, passing the limit was not always enough; inconclusive = no clear call, values can overlap the other calls; tested in BHK-21 cells;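 also: 0% = median of neutral control wells and 100% = median of positive control wells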
* = called active by the depositor; ? = inconclusive; . = no result given; & = joins results of further samples.

molecule,PAX8 reporter,CFTR F508del cor,Xi reactivation,GSIS activator,EWS-Fli inh,ARNT-TACC3 inh,ERp5 block,DENV2 CPE
CC(C)C(C)NC(=O)COc1ccc(Sc2ccc(OCC(=O)NC(C)C(C)C)cc2)cc1 (stereo not drawn),16,1.9,0.0,.,22,-8,6,-11
COc1cccc(S(=O)(=O)N(C)C[C@@H]2OCc3cn(nn3)CCCC(=O)N([C@H](C)CO)C[C@@H]2C)c1,-1,-1.3,0.0,-4,-1,.,.,.
CCC1Oc2ccccc2N(CC(=O)NC2CC2)C1=O (stereo not drawn),-3,0.6,-0.1,-8,4,-3,0,-4
CCN(CC)S(=O)(=O)c1ccc(N2CCc3ccccc3C2)nc1,3,3.7,0.6,-4,.,8,-3,0
O=C(CCCCC(=O)N1CCOCCOCCOCC1)OCc1ccccc1,-8,0.7,0.1,-5,-11,8,0,-4
COc1nc(NC(=O)c2ccc(F)cc2)nc(OC)c1-c1ccccc1,-10,0.0,0.2,-1,-35,4,3,-1
Nc1[nH]c(C(=O)c2ccccc2)c(-c2cccc3ccccc23)c1C(=O)NC1CCCCC1,-18,-6.3,-0.1,-18,-4,.,-4,-13
C[C@H](CO)N1C[C@H](C)[C@@H](CN(C)C(=O)Nc2ccccc2)OCCCC[C@H](C)Oc2ccc(NC(=O)Nc3cccc4ccccc34)cc2C1=O,-9,-0.6,0.0,39,-34,-6,2,11
CCOc1ccc(OCC)c(-c2c(=O)n(OCc3ccc(C(C)(C)C)cc3)c3ccccc3[n+]2[O-])c1,.,2.7,.,-6,-3,4,3,2
C[C@H](CO)N1C[C@H](C)[C@H](CN(C)C(=O)Nc2ccc3c(c2)OCO3)Oc2c(NC(=O)Nc3ccc(F)cc3)cccc2C1=O,.,0.1,-1.2,-14,-1,0,-5,4
COc1ccc(C(C)C)cc1S(=O)(=O)Nc1ccccn1,.,1.4,.,-3,-1,6,-6,-4
C[C@H](CO)N1C[C@H](C)[C@@H](CN(C)C(=O)Nc2ccc(F)cc2)OCCCC[C@H](C)Oc2ccc(NC(=O)c3ccncc3)cc2C1=O,19,-2.2,0.0,8,-7,0,4,1
CCCCCNC(=O)N[C@H](C(=O)O)C(C)C,3,.,0.0,-2,.,-4,.,.
Cc1cccc(C)c1NC(=O)CN(C)C(=O)c1ccccc1SCC(=O)N1CCCC1,-4,0.9,-0.1,-2,0,0,8,9
Cc1ccccc1-c1ccc(C2[C@@H]3CN(C(=O)C4CCOCC4)C[C@H]2N3)cc1 (stereo partly drawn),6&4,-0.9&-3.1,0.0&0.0,-6&9,7&29,.,0&0,-5&-2
Cc1cc(C)c(C)c(S(=O)(=O)NCCCn2ccnc2)c1C,-8,-2.6,0.2,.,2,2,1,-2
C/C(=N/NC(=O)CN1CCN(S(=O)(=O)c2ccc(C)cc2)CC1)c1cccc(O)c1,10,0.0,.,2,-5,-3,7,3
O=C(NCc1ccccc1F)C1CCCN1S(=O)(=O)c1ccc(Cl)cc1 (stereo not drawn),1,-1.0,0.2,-5,-4,-11,1,-3
CCS(=O)(=O)Nc1cc(OC)c(OC)cc1Cc1nccc2cc(OC)c(OC)cc12,6,-0.2,0.0,27,11,-3,2,4
C=CCNc1cnn(-c2ccc(C)cc2)c(=O)c1Sc1ccc(C)cc1,29,0.3,0.1,2,9,4,-3,4
Cc1ccc(NC(=O)CSc2nc3ccccc3nc2N2CCCC2)cc1,-43,3.1,0.0,2,-93,-8,-5,-6
COc1ccc(NC(=O)CSc2nnc(NC(=O)C3CCC3)s2)cc1,-7,-1.4,0.0,12,8,-4,5,0
CCCn1c2ccccc2c2cnn(CC(=O)NCCCOC)c(=O)c21,-35,-2.0,0.0,10,4,13,-3,-3
COC(=O)C[C@H]1CC[C@H]2[C@@H](COC[C@@H](O)CN2S(=O)(=O)c2ccc(F)cc2)O1,0,2.9,0.0,4,-3,6,2,-7
CN(C(=O)c1ccc2c(c1)SC1=NS(=O)(=O)CCN12)C(c1ccccc1)c1ccccc1,-18,.,-0.4,93*,.,-1,.,.
O=C(NCc1n[nH]c(=S)n1-c1ccc(Br)cc1)c1ccc(S(=O)(=O)N2CCCCC2)cc1,1,-0.6,0.0,0,8,0,1,-2
COC(=O)c1ccc(NC(=O)CSc2ccc(-c3ccccn3)nn2)cc1,9,1.6,0.6,11,.,60*,-5,2
O=C(Cn1c(NCCO)nc2ccccc21)NCC(F)(F)F,9,2.3,0.2,10,7,-1,7,-2
Cc1nn(-c2ccccc2)c(N)c1N=Nc1cccc(S(=O)(=O)N2CCOCC2)c1,17,2.7,-0.1,-14,22,-4,2,2
CCCNC(=O)C(Cc1ccccc1)NS(=O)(=O)c1ccc2c(c1)CCC(=O)N2 (stereo not drawn),11,1.1,0.1,1,-3,-8,2,-3
CCCN1[C@@H]2c3ccc(-c4cccnc4)c(=O)n3C[C@@H]2[C@@H](CO)[C@@H]1C(=O)NCCCN1CCOCC1,-21,0.5,0.2,7,-13,-14,5,?
CC(=O)c1ccc(OCCCC(=O)N(CCC2=CCCCC2)c2c(N)n(Cc3ccccc3)c(=O)[nH]c2=O)cc1,13,1.9,0.0,-10,7,-1,1,13
CC=Cc1ccc2n(c1=O)C[C@@H]1[C@@H](CO)[C@H](C(=O)NCCC)[C@H]2N1C(=O)c1ccccc1F (mixture of isomers),2,1.3,0.2,8,-13,1,-4,-8
CCC1(C)Cc2ccccc2-c2nc(NN)[nH]c(=O)c21 (stereo not drawn),22,.,0.6,4,16,12,1,2
CN1C(=O)c2cc(NC(=O)C3CCC3)ccc2OC[C@@H]2O[C@@H](CC(=O)NCC3CCCCC3)CC[C@@H]21,-15,-0.5,0.1,-14,2,.,1,?
Cc1cccc(N2CCN(S(=O)(=O)c3ccc4c(c3)NC(=O)C(C)S4)CC2)c1C (stereo not drawn),18,-1.1,0.2,-3,.,-1,4,9
CC(C)NC(=O)N(C)C[C@H]1Oc2ccc(NC(=O)CCCCCC(=O)Nc3ccccc3N)cc2C(=O)N([C@H](C)CO)C[C@H]1C,.,0.9,0.0,-5,-2,-6,-1,-4
O=C(Nc1ccc(Br)cc1)c1ccc(F)c(S(=O)(=O)NCc2cccs2)c1,19,.,0.2,-33,.,15,.,.
COc1ccc2c(CC(=O)Nc3ccc4nc(N5CCOCC5)sc4c3)coc2c1,-23,-3.1,0.0,-3,-20,.,-3,?
Cc1ccc(C(=O)NCC(=O)Nc2ccc(F)c(F)c2F)cc1,6,4.2,0.0,8,4,1,1,-7
C[C@@H]1CN([C@@H](C)CO)C(=O)Cc2cc(NC(=O)CCN3CCOCC3)ccc2O[C@@H]1CN(C)S(=O)(=O)c1ccc(F)cc1,-4,-2.3,0.1,16,-5,-10,-2,6
CC1(C)CC(=O)C=C(NCC(O)c2ccccc2)C1 (stereo not drawn),-2,-1.3,0.0,-4,-2,-5,-6,0
C[C@@H]1CCCCO[C@H](CN(C)C(=O)Nc2ccc3c(c2)OCO3)[C@@H](C)CN([C@@H](C)CO)C(=O)c2cc(NS(C)(=O)=O)ccc2O1,.,-0.9,-0.3,10,-4,4,1,0
CC(C)CC(OC(=O)c1ccco1)C(=O)NC1CCCC1 (stereo not drawn),-2,-4.1,0.4,0,-1,3,3,-2
COc1ccc(C2CC(c3ccccc3)=NN2S(=O)(=O)c2ccccc2)cc1 (stereo not drawn),-8,-3.0,-0.1,.,-14,3,1,-4
CCCN(C)C[C@H]1Oc2cc(C#C[C@@H](C)O)ccc2S(=O)(=O)N([C@@H](C)CO)C[C@H]1C,.,-3.1,0.1,8,0,5,-1,-7
CC(=O)Nc1ccc2c(c1)C(=O)N(C)[C@H]1CC[C@@H](CC(=O)N3CCc4ccccc4C3)O[C@@H]1CO2,13,-2.4,0.2,-6,-7,7,.,-8
CCN(CC)CCn1c2c(c(SCC(=O)Nc3cc(C)ccc3C)nc1=O)CCC2,9,4.7,-0.1,-3,-6,1,-5,-4
CCCNC(=O)c1ccc(N2CCC3(CC2)CC(c2cccc(Br)c2)=NO3)c(NC(=O)c2cccc(OC)c2)c1,1,-1.2,0.0,18,-102,1,3,-15
C[C@@H]1CN([C@@H](C)CO)C(=O)Cc2cc(NC(=O)c3ccncc3)ccc2O[C@@H]1CN(C)S(=O)(=O)c1cccs1,.,-1.3,-1.0,-5,-11,-3,-5,5
Cc1ccc(-n2nnc(-c3ccnc4ccccc34)n2)cc1,-186,0.4,-0.1,10,-130,-15,4,-8
CCOC(=O)C1(CCOC)CCN(Cc2ccc(C3CCCCO3)s2)CC1 (stereo not drawn),11,-2.2,0.0,.,8,-5,1,11
CCOc1ccc(CCNC(=O)COC(=O)C2CC2)cc1OCC,-5,-2.2,0.0,62,-2,-1,2,?
O=C(CSc1nc(O)c(-c2ccccc2)c(=O)[nH]1)N1CCOCC1,0,1.8,0.2,5,3,-1,3,4
CC(C)CCN1C(=O)c2ccc(C(=O)Nc3cc(C(=O)O)cc(C(=O)O)c3)cc2C1=O,8,0.0,0.2,3,5,12,1,0
CC(C)C(=O)NC(C)C(c1cccs1)N1CCN(c2ccccc2)CC1 (stereo not drawn),.,0.2,.,0,-6,.,2,2
Cc1ccc(NC(=O)COC(=O)c2ccc3c(c2)OCCO3)cc1S(=O)(=O)N1CCOCC1,-5,-3.1,0.0,2,0,-3,-1,1
C[C@@H]1CN([C@H](C)CO)C(=O)c2cccc(NS(=O)(=O)c3cn(C)cn3)c2O[C@@H]1CN(C)CC1CCCCC1,-35,-0.1,-0.8,8,2,3,-7,-12
CN(C(=O)C1CCCCN1S(=O)(=O)c1ccccc1)c1ccccc1 (stereo not drawn),.,-0.1,0.9,.,5,-4,0,-5
COc1ccccc1CN1CC(C(=O)NCCN(C)CCc2ccccc2)CCC1=O (stereo not drawn),-5,-4.8,0.0,14,-11,-2,0,-12

Additional entries.
molecule,PAX8 reporter,CFTR F508del cor,Xi reactivation,GSIS activator,EWS-Fli inh,ARNT-TACC3 inh,ERp5 block,DENV2 CPE
CCOc1ccccc1-c1nnc(SCC(=O)NC2(C#N)CCCC2)o1,15,0.4,0.0,3,-12,-5,-5,-3
O=C(NC1CCCCC1)C1CC(=O)N(CCc2ccc(F)cc2)C1 (stereo not drawn),17,0.3,0.2,-11,8,1,-1,-2
CN(C)c1ccc(C(CNS(=O)(=O)c2ccc([N+](=O)[O-])cc2)N2CCOCC2)cc1 (stereo not drawn),-5,0.4,0.2,0,-1,4,2,-2
COc1cc(/C=N/S(=O)(=O)CCc2ccccc2)ccc1O,-1,.,0.4,19,.,-7,.,.
O=C(c1ccc2c3n(nc2c1)-c1ccccc1CO3)N1CCCCC1,-32,-2.0,0.0,.,2,-15,8,.
COc1cccc(C(=O)Nc2ccc3c(c2)C(=O)N(C)[C@H]2CC[C@@H](CC(=O)N[C@@H](C)c4ccccc4)O[C@@H]2CO3)c1,-33,1.4,0.0,1,10,19,0,?
